Assay outcomes from PubChem.
14-3-3 PPI = modulators of 14-3-3 gamma protein binding, primary screen, biochemical, fluorescence polarization; FP, 14-3-3gamma / TMR-pS259-Raf peptide binding; inhibition, % at 40 µM; 160,000 compounds, 0.19% hits; AID 422, 2006; in the data active = inhibition above about 30%;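 also: 0% = protein plus tracer without compound and 100% = blank with tracer alone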
Target sequence (P61981 whole entry, looked up): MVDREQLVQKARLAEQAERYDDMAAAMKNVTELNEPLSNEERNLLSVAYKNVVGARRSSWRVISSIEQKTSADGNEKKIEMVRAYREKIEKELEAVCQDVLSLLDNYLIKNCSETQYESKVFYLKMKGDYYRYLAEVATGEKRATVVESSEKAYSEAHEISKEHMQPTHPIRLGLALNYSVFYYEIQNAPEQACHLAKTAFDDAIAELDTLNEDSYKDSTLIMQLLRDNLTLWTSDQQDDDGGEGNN
Numbers without * were called inactive; & = joins results of further samples.

14-3-3 PPI | SMILES
-8 | CCOC(=O)c1c(NC(=O)CC)sc(C(=O)NC2CCCC2)c1C
-2 | COc1ccc(-c2[nH]c3ccccc3c2C(C[N+](=O)[O-])c2cccs2)cc1OC (stereo unspecified)
-12 | COc1ccc(-c2cc(C(F)(F)F)n3nc(C(=O)Nc4ccccc4C)cc3n2)cc1
-7 | CCOC(=O)C1C2C=CC3(CN(c4ccccc4)C(=O)C13)O2 (stereo unspecified)
-18 | CCOC(=O)c1ccc(-n2c(SCC#N)nc3c(sc(=S)n3-c3cccc(OC)c3)c2=O)cc1
-3 | Cc1ccc(S(=O)(=O)N2CCCC2C(=O)n2nc(C)cc2C)cc1 (stereo unspecified)
-13 | O=C(NC1CC1)c1ccc2c(c1)NC(=O)c1ccccc1N2
4&-7 | COc1ccc(Cl)cc1C(=O)NCCc1ccc(S(=O)(=O)NC(=O)NC2CCCCC2)cc1
0 | O=C(NCc1ccccc1)C(Cc1ccccc1)NS(=O)(=O)c1ccc(Br)cc1 (stereo unspecified)
0 | CCOC(=O)C1=C(C)NC2=C(C(=O)CC(c3ccc(OC)c(OC)c3)C2)C1c1ccccc1Cl (stereo unspecified)
-3 | CCOC(=O)N1CCN(C(=O)c2cnsn2)CC1
-3 | CCN(CC)S(=O)(=O)c1csc(C(=O)Nc2ccc(C)cc2)c1
4 | CSc1nc2c(cc1C#N)CCC2
-6 | CC(C)c1nc(SCC(=O)Nc2ccc3c(c2)OCCO3)c2c(=O)n(C)c(=O)n(C)c2n1
0 | C=CCN1C(=O)C2CCCN2C1=S (stereo unspecified)
0 | CCN(CC)C(=O)CCc1nc(-c2ccc(C)cc2)no1
-9 | CCOc1cc(-c2noc(CCC(=O)N3CCOCC3)n2)ccc1OC
4 | Cc1ccc(C(=O)CSc2nc3c(cc2C#N)CCCC3)cc1
-4 | N#Cc1nc(-c2ccc(OCc3ccccc3)cc2)oc1NCCCN1CCOCC1
0 | CCC(C)(C)NC(=O)C(c1ccco1)N(C(=O)c1csnn1)c1cccc(F)c1 (stereo unspecified)
-4 | CCOc1cc2c(cc1OCC)C1C(C(=O)N3CCN(Cc4ccccc4)CC3)c3ccccc3C(=O)N1CC2 (stereo unspecified)
-4 | Brc1ccc(-c2noc(COc3ccc4c(c3)CCC4)n2)o1
-6 | CCOc1ccc2nc(N3C(=O)c4cccc5cccc(c45)C3=O)sc2c1
-3 | N#Cc1cccc(NC(=O)NCCc2c[nH]c3ccccc23)c1
-9 | N#CCCn1cc(F)c(N)nc1=O
0 | CCn1c[n+](CC(O)COc2ccc(OC)cc2)c2cc(C)c(C)cc21 (stereo unspecified)
-5 | Cc1ccc(C)c(Oc2coc3cc(OC(=O)c4ccc(F)cc4)ccc3c2=O)c1
-32 | COc1ccc(C2CC(=O)C3=C(C2)Nc2ccccc2N(C(=O)C(F)(F)F)C3c2cccs2)cc1 (stereo unspecified)
-2 | COc1ccc(-n2c(Cc3cccn3C)nnc2SCC(=O)Nc2cccc(F)c2)cc1
-5 | O=C(CN1CCCc2ccccc21)N1CCCc2c1c(=O)oc1ccc(O)cc21
-5&-19 | CN(C)c1ccc(C(=S)N2CCOCC2)cc1
-5 | CCCCCCNC(=O)c1cccc([N+](=O)[O-])c1
-9 | COc1ccc(S(=O)(=O)N(CC(=O)Nc2cccc(Br)c2)c2ccc(C)cc2)cc1
-16 | O=C(NCc1ccc2c(c1)OCO2)c1ccc(NC(=O)C2CCCO2)cc1 (stereo unspecified)
-3 | COCCN1C(=O)C(=O)/C(=C(/O)c2cccc(OC)c2)C1c1ccc(C)o1 (stereo unspecified)
-1 | COc1ccccc1Oc1ccccc1C(=O)O
-11 | Cc1ccccc1NC(=O)c1ccc(F)c(S(=O)(=O)NC2CCCC2)c1
-4 | CN(CCCNC(=O)C1CCN(S(=O)(=O)c2cccc3nsnc23)CC1)Cc1ccccc1
-2 | Nc1c2c(nc3ccc([N+](=O)[O-])cc13)CCCC2=O
-7 | OCc1ccc(-c2cccc(Cl)c2)o1
1 | O=C(CSc1c2c(nc3ccccc13)CCCC2)N1CCCCC1
2 | Nc1nc(-c2ccccc2)cs1
-3 | CC(c1ccccc1)N1C(=O)CCC1(C)C(=O)NC1CCCCCCC1 (stereo unspecified)
-10 | Cc1ccc2c(c1)C1CN(C)CCC1N2CC(=O)N(C)c1ccccc1 (stereo unspecified)
1 | Cc1ccccc1C(=O)NCCCn1ccnc1
2 | O=C(COC(=O)c1cccs1)c1ccccc1
1 | CC1CCN(S(=O)(=O)c2ccc3c(c2)oc(=O)n3C)CC1
-2 | Cc1ccc(SCCNC(=O)CN(c2cccc(C)c2C)S(C)(=O)=O)cc1
5 | CCCNC(=O)c1nn2c(c1Cl)NC(c1cccs1)CC2C(F)(F)F (stereo unspecified)
1 | C=CCn1c(Cc2cccs2)nnc1SCC(=O)Nc1ccc(OC)c(OC)c1

Reformatted tab-delimited: entries from further up.
smiles	14-3-3 PPI
Cc1ccccc1C(=O)NCCCn1ccnc1	1
O=C(COC(=O)c1cccs1)c1ccccc1	2

A second format for part of the listing above:
SMILES | 14-3-3 PPI
Cc1ccc(C)c(Oc2coc3cc(OC(=O)c4ccc(F)cc4)ccc3c2=O)c1 | -5
COc1ccc(C2CC(=O)C3=C(C2)Nc2ccccc2N(C(=O)C(F)(F)F)C3c2cccs2)cc1 (stereo unspecified) | -32
COc1ccc(-n2c(Cc3cccn3C)nnc2SCC(=O)Nc2cccc(F)c2)cc1 | -2
O=C(CN1CCCc2ccccc21)N1CCCc2c1c(=O)oc1ccc(O)cc21 | -5

The listing picks up, repeating the 2 entries before the break.
14-3-3 PPI | SMILES
5 | CCCNC(=O)c1nn2c(c1Cl)NC(c1cccs1)CC2C(F)(F)F (stereo unspecified)
1 | C=CCn1c(Cc2cccs2)nnc1SCC(=O)Nc1ccc(OC)c(OC)c1
9 | CCn1cc(SCC(=O)N2N=C(c3cccs3)CC2c2ccc(C)cc2)c2ccccc21 (stereo unspecified)
-9 | Cc1nnc2sc(-c3cccc(NC(=O)c4ccc(-c5cccc(Cl)c5)o4)c3)nn12
2 | CCN(c1ccccc1)S(=O)(=O)c1ccc(F)c(C(=O)Nc2ccc(C)c(F)c2)c1
-12 | CC1CCN(c2ncnc3sc4c(c23)CCCC4)CC1
16 | COc1ccc(OC)c(NC(=O)CSc2nc(N)c(-c3ccccc3)c(=O)[nH]2)c1
-6 | Cc1ccc2[nH]c(=O)c(CN(CC3CCCO3)S(=O)(=O)c3cccc4nsnc34)cc2c1 (stereo unspecified)
-18 | O=C(c1ccc(Br)o1)N1CCN(c2ccc([N+](=O)[O-])cc2)CC1
-9 | CCOC(=O)c1ccc2c(c1)sc(=NC(=O)c1ccc(S(=O)(=O)N3CCCCC3C)cc1)n2C (stereo unspecified)
-2 | COc1ccc(N2CCN(C(=O)CSc3ccccc3)CC2)cc1
-19 | COc1ccc(-n2c(C)cc(C(=S)N3CCOCC3)c2C)cc1
0 | CCc1nnc(NC(=O)CSc2nc3ccccc3s2)s1
-3 | COc1ccc(C(=O)N2CCN(c3ccccc3OC)CC2)cc1OC
0 | CCc1ccc2[nH]c(=O)c(CN(CCCN3CCOCC3)C(=O)Nc3ccccc3)cc2c1
1 | O=C(c1cccc(Cl)c1)N1CCN(Cc2ccccc2F)CC1
-4 | Cc1ccc(S(=O)(=O)N2CCCN(S(=O)(=O)c3ccc(C(F)(F)F)cc3)CC2)cc1
-15 | Cc1cccc(N2CCN(C(=O)CCC3Nc4c5ccccc5nc(=S)n4C3=O)CC2C)c1 (stereo unspecified)
-1 | O=C(NCc1ccc2c(c1)OCO2)C1C2C=CC3(CN(Cc4ccccc4Cl)C(=O)C13)O2 (stereo unspecified)
-4 | O=C(O)c1cccc(Oc2ccc([N+](=O)[O-])cc2)c1
4 | CC1CCN(CCCCCOc2ccccc2Br)CC1
-6 | CCC(c1nnnn1CCOC)N1CCN(Cc2ccccc2)CC1 (stereo unspecified)
-5 | Oc1ccccc1C1CC(c2ccc(Br)cc2)=NC(c2ccc(F)cc2)N1 (stereo unspecified)
-2 | COc1cccc(-c2nnc(SCC(=O)OC(C)C)n2N)c1
2 | COc1ccc(C(=O)NCCn2cc(SC(C)c3ccccc3)c3ccccc32)cc1 (stereo unspecified)
-12 | O=C(Nc1nnc(-c2ccc3c(c2)OCO3)s1)c1ccco1
-2 | Cc1cccc(Nc2nn3c(=O)c4ccccc4nc3s2)c1

Of the compounds above, six contain bromine:
14-3-3 PPI | SMILES
0 | O=C(NCc1ccccc1)C(Cc1ccccc1)NS(=O)(=O)c1ccc(Br)cc1 (stereo unspecified)
-4 | Brc1ccc(-c2noc(COc3ccc4c(c3)CCC4)n2)o1
-9 | COc1ccc(S(=O)(=O)N(CC(=O)Nc2cccc(Br)c2)c2ccc(C)cc2)cc1
-18 | O=C(c1ccc(Br)o1)N1CCN(c2ccc([N+](=O)[O-])cc2)CC1
4 | CC1CCN(CCCCCOc2ccccc2Br)CC1
-5 | Oc1ccccc1C1CC(c2ccc(Br)cc2)=NC(c2ccc(F)cc2)N1 (stereo unspecified)

(cont.)
14-3-3 PPI | SMILES
3 | COc1ccc(NC(=O)c2sc3ncnc(N4CCc5ccccc5C4)c3c2C)c(OC)c1
-8 | Cc1ccc(N(CC(O)CN(C)C)S(=O)(=O)c2ccc(C)cc2)cc1 (stereo unspecified)
-3 | Cc1ccc(Cn2c(SCCN3CCCCC3)nc3c2c(=O)[nH]c(=O)n3C)cc1
-1 | Cc1ccc(-n2nc(C(=O)NC3CCN(Cc4ccccc4)CC3)c3c4ccccc4n(C)c3c2=O)cc1
-3 | CCOc1ccc(N2C(C(C)=O)=NN(c3ccccc3)C2c2ccc3c(c2)OCO3)cc1 (stereo unspecified)
-2 | O=S(=O)(NCc1ccncc1)c1cccs1
-16 | N#Cc1ccccc1Cn1c(=O)n(-c2ccccc2)c(=O)c2c3c(sc21)CCC3
-8 | CCCC(=O)N1CC2(C)CN(C(=O)CCC)CC(CCC)(C1)C2=O
-5 | Cc1cccc(-n2c(N)c(C(=O)N3CCN(C)CC3)sc2=S)c1
-22 | COc1ccc(Cl)cc1NC(=O)CSc1nc2c(c(=O)n1C)SC(C)C2 (stereo unspecified)
5 | O=C(NCc1ccccc1)c1ccc(=O)[nH]n1
4 | Cc1ccnc(NC(=O)COC(=O)C2COc3ccccc3O2)n1 (stereo unspecified)
-1 | CCOC1c2ccccc2NC(c2ccccc2)C1(C)C (stereo unspecified)
-5 | O=C(NCC1(c2ccccc2)CCOCC1)c1cccc(Cl)c1
-2 | CCC(c1nc2ccccc2c(=O)n1CCCn1ccnc1)N1C(=O)c2ccccc2C1=O (stereo unspecified)
-6 | CCC(=O)N1CCc2cc(S(=O)(=O)CCC(=O)Nc3ccc(F)c(F)c3)ccc21
-1 | O=C1CC(SC(=NCc2ccc3c(c2)OCO3)Nc2ccccc2)C(=O)N1 (stereo unspecified)
1 | COCCCN1C(=S)NC2c3cccc(OC)c3OC1(C)C2C(=O)Nc1ccc(Cl)cc1 (stereo unspecified)
-2 | C=CCSc1nnc2c(n1)OC(c1ccc(O)c(OC)c1)Nc1ccccc1-2 (stereo unspecified)
0 | Cc1cc(Cl)nc(NCc2ccccc2)n1
-2 | CC(=O)C1=NN(c2ccccc2)C(C#CC(C)(C)C)N1c1ccccc1 (stereo unspecified)
-5 | Fc1ccc(-c2cc3nc(-c4ccccc4)cc(N4CCN(CCN5CCOCC5)CC4)n3n2)cc1
-4 | Cc1nc(N2CCC(C)CC2)c2c(C)c(C(=O)Nc3ccc4c(c3)OCCO4)sc2n1
5 | COc1ccc(CC(C(=O)Nc2cccc(F)c2)c2nn[nH]n2)c(OC)c1 (stereo unspecified)
6 | Cn1c(Cn2c(=O)sc3ccccc32)nnc1SCC(=O)Nc1ccc2c(c1)OCO2
-11 | CCN(CC)S(=O)(=O)c1cccc(C(=O)Nc2ccc(C#N)cc2)c1
-2 | O=C(CCNS(=O)(=O)c1ccc2c(c1)CCC(=O)N2)NCc1cccnc1
-2 | COc1cccc(C2c3c(oc4ccccc4c3=O)C(=O)N2CCCN(C)C)c1OC (stereo unspecified)
-14 | Cn1c(=O)c2c(nc3n(Cc4ccco4)c(-c4ccc(Br)cc4)cn23)n(C)c1=O
-2 | CC(C)C12CN3CC(C(C)C)(CN(C1)C3c1ccc(Br)cc1)C2=O (stereo unspecified)
-7 | Cc1cc(-c2nc3ccccc3o2)c2ccccc2n1
1 | COc1ccccc1NC(=O)COc1cccc(Cl)c1
-10 | Cc1ccc(C(=O)Cn2c(N3CCOCC3)nc3c2c(=O)n(C)c(=O)n3C)cc1
-8 | COc1cccc(NC(=O)COc2ccccc2C(N)=O)c1
-7 | CCOc1ccc2nc(SCC(=O)NC3CC3)sc2c1
7 | CCOC(=O)c1[nH]c2ccc(OC)cc2c1NC(=O)CN1CCC2(CC1)OCCO2
-2 | Cc1ccc(C)c(NC(=O)c2nnn(Cc3ccccc3)c2N)c1
-8 | COc1cccc(C2c3c(oc4ccccc4c3=O)C(=O)N2CCCN2CCOCC2)c1OC (stereo unspecified)
-8 | COc1cc(C2Oc3ccccc3C3CC(c4ccccc4)=NN32)cc(OC)c1OC (stereo unspecified)
-2 | CCCC1CCC(c2ccc(C(=O)Oc3ccc(C)nc3)cc2)CC1 (stereo unspecified)
0 | CC1(C)Cc2nc3sc4c(N5CCCC5)ncnc4c3cc2CO1
3 | CC(C)(C)C1CCc2c(sc(NC(=O)c3ccccc3)c2C(=O)O)C1 (stereo unspecified)
-10 | Nc1nnc(CC(=O)N2CCCCC2)s1
3 | CCOC(=O)c1[nH]c(C)c(C(=O)NCc2ccccn2)c1C
-12 | CC(C)n1cc(/C=C(\C#N)S(=O)(=O)c2ccccc2)c2ccccc21

Not all compounds are listed. The share of hits here may be higher or lower than overall.
